Apaf1 inhib: inhibitors of human Apaf-1 apoptosome, primary screen, biochemical, DEVD-Rh110 fluorescence, uHTS. Apoptotic protease-activating factor 1 (Homo sapiens), O14727. 330,000 compounds, 0.71% hits. AID 489030, 2010. inhibition, % at 20 µM. reconstituted apoptosome caspase-3 activity; active means inhibition of at least 40% at 20 µM;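 further: plate controls were DMSO wells for no effect and DEVD-CHO caspase inhibitor wells for full effect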
Target sequence (O14727 whole entry, looked up): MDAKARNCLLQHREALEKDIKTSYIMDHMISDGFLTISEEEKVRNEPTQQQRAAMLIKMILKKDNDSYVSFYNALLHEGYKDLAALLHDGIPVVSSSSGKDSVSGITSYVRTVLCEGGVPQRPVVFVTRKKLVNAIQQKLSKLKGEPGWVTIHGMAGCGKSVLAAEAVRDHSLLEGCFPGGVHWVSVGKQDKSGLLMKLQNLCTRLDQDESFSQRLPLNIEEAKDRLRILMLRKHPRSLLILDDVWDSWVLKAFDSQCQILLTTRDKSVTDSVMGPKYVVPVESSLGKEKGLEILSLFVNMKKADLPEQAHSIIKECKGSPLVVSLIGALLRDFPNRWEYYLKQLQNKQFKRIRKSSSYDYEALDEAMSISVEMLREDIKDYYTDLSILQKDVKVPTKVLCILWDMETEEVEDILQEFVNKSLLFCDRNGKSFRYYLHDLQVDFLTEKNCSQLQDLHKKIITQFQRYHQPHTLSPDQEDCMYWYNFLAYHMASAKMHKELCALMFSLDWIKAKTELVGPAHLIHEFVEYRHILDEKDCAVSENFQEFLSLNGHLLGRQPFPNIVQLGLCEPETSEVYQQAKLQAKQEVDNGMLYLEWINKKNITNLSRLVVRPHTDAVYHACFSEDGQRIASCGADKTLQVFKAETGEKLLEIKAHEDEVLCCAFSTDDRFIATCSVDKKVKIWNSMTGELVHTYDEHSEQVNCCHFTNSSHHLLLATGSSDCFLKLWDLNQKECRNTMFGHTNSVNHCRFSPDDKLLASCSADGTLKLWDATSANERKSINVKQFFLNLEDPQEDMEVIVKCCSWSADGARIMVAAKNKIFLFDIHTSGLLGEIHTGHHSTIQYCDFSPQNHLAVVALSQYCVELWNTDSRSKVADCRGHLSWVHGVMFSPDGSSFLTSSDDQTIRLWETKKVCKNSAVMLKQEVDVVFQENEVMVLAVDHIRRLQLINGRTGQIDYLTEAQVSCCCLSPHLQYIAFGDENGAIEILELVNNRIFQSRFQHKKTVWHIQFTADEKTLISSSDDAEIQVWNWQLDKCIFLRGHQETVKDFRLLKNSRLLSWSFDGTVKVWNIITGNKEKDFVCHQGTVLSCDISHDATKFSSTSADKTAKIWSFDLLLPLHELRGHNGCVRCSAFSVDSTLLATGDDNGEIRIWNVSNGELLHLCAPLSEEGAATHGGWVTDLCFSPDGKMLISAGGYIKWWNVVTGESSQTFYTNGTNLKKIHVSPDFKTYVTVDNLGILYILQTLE
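Material: cell-free apoptosome with Apaf-1, procaspase-3 and caspase-9; Buffer or medium: Hepes pH 7.5 with detergent and BSA; Reagent: cytochrome c trigger plus (Z-DEVD)2-Rh110 caspase-3 substrate; Times: compound with Apaf-1, dATP, procaspase-3 30 min, then 50 min reaction, room temperature; Technique: Rh110 fluorescence intensity.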
NLRP3 yeast inh: NALP3 inflammasome inhibitors in reconstituted yeast, primary screen, luminescence, uHTS; Yeast reconstituted NLRP3/ASC/caspase-1, beta-gal luminescence, 24 h; inhibition, % at 10 µM; AID 2825, 2010; 330,000 compounds, 0.39% hits;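 active means inhibition of 50% or more; inactive means inhibition below 50%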;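 further: plate controls were induced DMSO wells for no effect and uninduced yeast grown without galactose for full effect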
TIM10 inh: growth inhibitors of isogenic TIM10 control yeast, primary screen, counter-screen for tim10-1 yeast inhibitor project, luminescence, uHTS; inhibition, % at 10 µM; 330,000 compounds, 1.4% hits; S. cerevisiae TIM10 strain growth, BacTiter-Glo luminescence, 24 h;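 active means inhibition of 40% or more at the single tested concentration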;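 further: wild-type TIM10 isogenic control strain grown at permissive 25 °C; 0% = DMSO yeast wells and 100% = minimal medium wells without yeast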
ATG4B inh: ATG4B protease inhibitors, primary screen, biochemical, fluorescence, uHTS; Cysteine protease ATG4B (Homo sapiens), Q9Y4P1; ATG4B cleavage of LC3-PLA2, NBD-HPC fluorescence, 1 h; inhibition, % at 8.33 µM; 340,000 compounds, 0.51% hits; AID 504462, 2011; in the data active means inhibition above about 40%
mIAP block: inhibitors of mouse IAP, primary screen, biochemical, luminescence, uHTS. intestinal alkaline phosphatase [Mus musculus]. purified mouse IAP, CDP-Star luminescence, 30 min. inhibition, % at 10 µM. 330,000 compounds, 0.2% hits. AID 2806, 2010;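 active means inhibition of at least 40% at 10 µM in the primary screen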;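 further: plate controls were DMSO with enzyme for no effect and no enzyme wells for full effect; values of inactives mirror those of a sister screen read the other way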
tim10-1 inh: growth inhibitors of tim10-1 mutant yeast, primary screen, luminescence, uHTS; S. cerevisiae tim10-1 ts strain growth, BacTiter-Glo, 24 h; inhibition, % at 20 µM; 330,000 compounds, 2.2% hits; AID 463190, 2010;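 active means inhibition of at least 40%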;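 further: mutant grown at 25 °C; 0% = DMSO wells with yeast and 100% = wells holding no yeast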
hIAP activ: human IAP activators, primary screen, biochemical, luminescence, uHTS; Intestinal-type alkaline phosphatase (Homo sapiens), P09923; purified human IAP, CDP-Star luminescence, 30 min; stronger effect = higher value; 1 = vehicle-only enzyme, 0 = enzyme-free background; activation factor at 10 µM; 330,000 compounds, 0.16% hits; AID 2524, 2010;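 active means activation factor of the enzyme at least 2-fold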; further: the source names both 10 and 20 µM as test concentration; values of inactives mirror those of a sister screen read the other way
hIAP block: human IAP inhibitors, primary screen, biochemical, luminescence, uHTS; 330,000 compounds, 0.12% hits; purified IAP, CDP-Star luminescence, 30 min; AID 2544, 2010; inhibition, % at 10 µM;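 active means inhibition reaching a set limit with compound at 10 µM in the primary screen, cut at about 35% in these data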;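 further: plate controls were DMSO wells with enzyme for no effect and no-enzyme buffer wells for full effect; values of inactives mirror those of a sister screen read the other way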
mIAP act: activators of mouse IAP, primary screen, biochemical, luminescence, uHTS | intestinal alkaline phosphatase [Mus musculus] | muIAP, CDP-Star luminescence, 30 min; stronger effect = higher value; 1 = vehicle-only enzyme signal, 0 = enzyme-free wells | activation factor at 10 µM | 330,000 compounds, 0.24% hits;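 active means activation factor of at least 2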; further: the source names both 10 and 20 µM as test concentration; values of inactives mirror those of a sister screen read the other way
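Assay system: mouse IAP enzyme / Compound: DMSO-dissolved test compounds / Timing: 30 min, room temperature / Measured by: luminescence from enzymatic CDP-Star hydrolysis / Control set: DMSO-only wells, enzyme-free buffer wells as negative control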
The depositor's hits bear a star; nt = no result given; & = joins results of further samples. Random draw from the library; any-hit rate near 4.5%.

Structure	Apaf1 inhib	NLRP3 yeast inh	TIM10 inh	ATG4B inh	mIAP block	tim10-1 inh	hIAP activ	hIAP block	mIAP act
O=C(c1ccc(N2CCCC2=O)cc1)N1CCN(c2ccccc2Cl)CC1	6	-3	25	4	3	12	1	-2	0.97
CN(CC(=O)Nc1ccccc1C(F)(F)F)C(=O)c1cc(Cl)nc2ccccc12	-3	8	5	-6	-2	9	0.89	12	1
CC(=O)c1c(C)[nH]c(C(=O)OCC(=O)N2CC(C)OC(C)C2)c1C (stereo not given)	-4	10	15	-6	6	3	1.1	-14	0.94
COC(=O)CNC(=O)c1ccc(C)s1	8	15	7	-18	3	-4	0.92	8	0.97
CC(=O)Nc1sc2c(c1C(c1ccccc1)N1CCOCC1)CCCC2 (stereo not given)	13	13	15	-12	-2	34	0.98	2	1
O=C(c1ccc(N2CCOCC2)c([N+](=O)[O-])c1)N1CCCC(C(F)(F)F)C1 (stereo not given)	22	2	6	3	6	-1	0.98	2	0.94
CCCCc1nnc(SCC(=O)NC2CCCCC2)n1C	7	16	7	-13	-8	6	1	-3	1.1
Cc1cc(NC(=O)CN2CCN(c3cccc(Cl)c3)CC2)no1	1	-1	-16	-4	3	-16	0.94	6	0.97
O=[N+]([O-])c1ccc(N2CCN(c3ccccc3)CC2)cc1	-13	21	-2	7	6	1	1.2	-21	0.94
COc1ccc(CCNC(=O)CCN2C(=O)COc3ccccc32)cc1OC	-18	7	5	-5	8	-12	0.97	3	0.92
C[C@H](CCC(=O)O)[C@H]1CC[C@H]2[C@@H]3CC[C@@H]4C[C@H](O)CC[C@]4(C)[C@H]3C[C@H](O)[C@]12C	11	-10	1	5&3&-36	7	6	1.1	-11	0.93
O=C(NCc1ccccc1)c1ccc(Br)cc1Br	5	27	8	-5	-4	14	0.85	15	1
COc1ccc2[nH]c3nc(SCC(=O)NC4CC4)nnc3c2c1	10	7	-7	-11	0	-4	0.99	1	1
Cc1cccc(C)c1NC(=O)C(Cl)=C(Cl)Cl	-4	-25	14	10	6	17	1	-4	0.94
Cc1c(C(=O)OC(C)C)nnn1-c1nonc1N	-1	12	2	-15	7	11	1	-5	0.93
CCOC(CNC(=O)c1ccc2c(c1)ncn2-c1ccccc1OC)OCC	-3	8	10	-2	-3	-3	1	-2	1
COc1ccc(C(=O)OCc2cc(=O)n3ccsc3n2)cc1F	2	25	-35	-6	-10	-16	1	-2	1.1
C#CCOCCOCCOCCNc1nc(N2CCOCC2)nc(N2CCN(C(=O)[C@H](CCC(=O)O)n3cc(C(N)[C@H](C)CC)nn3)CC2)n1 (stereo not given in full)	11	4	-1	-4	-7	2	1	-2	1.1
COc1cc2c(cc1OC)CN(C(=O)c1ccc(S(=O)(=O)N3CCCC3)cc1)CC2	1	16	-2	7	-3	3	0.99	1	1
Cc1ccc(COn2c(-c3ccc(Cl)cc3)nc3ccc([N+](=O)[O-])cc32)cc1	-10	32	1	4	12	5	1	-2	0.88

Next section:
Structure	Apaf1 inhib	NLRP3 yeast inh	TIM10 inh	ATG4B inh	mIAP block	tim10-1 inh	hIAP activ	hIAP block	mIAP act
O=C(O)CN1CCN(c2ncc(C(F)(F)F)cc2Cl)CC1	0	-2	-9	-5	-24	10	1.1	-7	1.2
CC1(C)Cc2nc(NCCCO)c(C#N)cc2CO1	3	9	2	-7	1	3	1	-1	0.99
O=C(CS(=O)c1ccc(C(F)(F)F)cc1[N+](=O)[O-])Oc1ccc(Cl)cc1 (stereo not given)	20	-13	55*	1	-4	47*	1.1	-11	1
NC(=O)c1ccccc1NC(=O)Nc1ccccc1Cl	-3	16	-2	1	-3	8	0.94	6	1
COc1ccc2nc(SCC(=O)c3c(N)n(C4CC4)c(=O)[nH]c3=O)[nH]c2c1	-6	0	5	-3	-5	2	0.95	5	1.1
CCCN1CCN(C(=O)c2oc3ccccc3c2NC(=O)C2CC2)CC1	-1	-1	5	1	2	-1	0.87	13	0.98
Cc1ccc2nc(-c3cc(-c4ccccc4)no3)cn2c1	-17	10	30	-6	0	3	1.1	-12	1
Cc1ccccc1C(=O)NC1CCN(CC(=O)Nc2ccccc2)CC1	-8	9	-7	0	-8	7	1.4	-38	1.1
COc1ccc(CN(C)C(C)C(=O)Nc2ccc(S(=O)(=O)N3CCCC3)cc2)c(OC)c1OC (stereo not given)	-83	12	6	nt	-1	10	0.98	2	1
Cc1ccc(NC(=O)CSCC(=O)NNC(=O)c2nn(C)c(=O)c3ccccc23)cc1	-3	7	-1	-7	6	-3	1.6	-58	0.94
Cc1cc(C)n2c(SCC(=O)Nc3cc(S(=O)(=O)N(C)C)ccc3C)nnc2n1	-5	22	6	-6	-2	-9	0.96	4	1
O=C(CC1CC2CCC1C2)Nc1nc(-c2ccccn2)cs1 (stereo not given)	-17	35	30	-4	14	26	1.3	-34	0.86
COc1ccc2oc(=O)c(/C(C)=N/Nc3nc(-c4cc(C)ccc4C)cs3)cc2c1	15	7	-4	12	12	18	1	-5	0.88
CC(C)CC(=O)N1CCN(S(=O)(=O)c2ccc3ccccc3c2)CC1	-1	12	15	-4	0	33	1.2	-16	1
CC[C@]12c3[nH]c4ccc(Cl)cc4c3CCN1C(=O)[C@@H](CC(=O)NCCc1ccccn1)C[C@@H]2C(=O)N1CCN(C(=O)c2ccco2)CC1	24	nt	-6	-7	-23	5	nt	nt	1.2
CCN(CC)C(=O)[C@H]1CC(CC(=O)NCc2cccc(C(F)(F)F)c2)C(=O)N2CCc3c([nH]c4ccc(OC)cc34)[C@]12C (stereo not given in full)	29	nt	-10	-1	-19	18	nt	nt	1.2
CC(C)Cc1cc(C(C)(C)C)ccc1OC(=S)N(C)C	9	20	-3	25	-2	8	0.95	5	1
Cc1sc2nc3ccc(NCc4ccco4)nn3c(=O)c2c1C	-2	4	3	-6	1	-1	1	-3	0.99
Cc1cc(C)c(S(=O)(=O)NC(C)C)c(C)c1-n1cnnn1	1	0	-2	-4	-9	-9	1.1	-10	1.1
Cc1ccc(Cc2c(C)nc3nc(SCC(=O)NCCCN4CCCCCC4)nn3c2C)cc1	38	23	-249	10	-12	-105	1	0	1.1

(cont.)
Structure	Apaf1 inhib	NLRP3 yeast inh	TIM10 inh	ATG4B inh	mIAP block	tim10-1 inh	hIAP activ	hIAP block	mIAP act
O=C(c1cc(-c2cccc(Cl)c2)on1)N1CCN(c2ccccc2)CC1	25	11	32	-1	5	3	0.9	10	0.95
Cc1ccc(Cn2cc(S(=O)(=O)c3ccc(C(C)C)cc3)c(=O)c3cc4c(cc32)OCO4)cc1	6	-2	8	-14	9	7	0.95	5	0.91
CCn1cc(C(=O)N2CCN(c3ccc(OC)cc3)CC2)c(=O)c2cc(S(=O)(=O)N3CCOCC3)ccc21	1	3	4	-6	2	-2	0.87	13	0.98
O=C(NCC(c1cccs1)N1CCOCC1)c1cnc(Cl)c(Cl)c1 (stereo not given)	-6	2	2	6	10	-4	1	-4	0.91
O=C(OCC(=O)N1CCOCC1)c1cccc(S(=O)(=O)Nc2ccc(F)cc2)c1	-2	1	3	-5	6	6	1.1	-6	0.94
CN(C(=O)CSc1nc2ccccc2n1C)C1CCS(=O)(=O)C1 (stereo not given)	-9	1	12	-6	-12	-26	0.97	3	1.1
CCc1ccc2c(CN(C)Cc3ccc(OC(F)F)c(OC)c3)cc(=O)oc2c1	14	18	8	-4	7	24	0.97	2	0.93
C[C@]12c3[nH]c4cc(-c5ccco5)ccc4c3CCN1C(=O)[C@@H](CC(=O)NCC13CC4CC(CC(C4)C1)C3)C[C@@H]2C(=O)N1CCOCC1	36	nt	7	-17	-17	30	nt	nt	1.2
Cc1ccccc1CN1CCc2cc([N+](=O)[O-])ccc21	12	-6	-10	-9	12	6	0.66	34	0.88
O=C(NC(=S)N1CCCCC1CO)c1cc(Br)ccc1Cl (stereo not given)	-10	29	4	-2	0	22	0.88	12	0.99
O=C(/C=C/c1ccc(Cl)cc1Cl)NCCSc1ccccc1	12	23	29	40	-1	11	0.86	14	1
O=C(COC(=O)c1ccc(Cl)nc1)NCc1ccco1	2	9	7	-10	-3	-11	0.97	2	1
O=C(NCCN1CCN(C(=O)c2ccccc2Cl)CC1)C(=O)NCc1ccccc1	-3	-1	12	-3	-8	-22	0.92	8	1.1
S=c1nc(-c2ccc(Br)cc2)[nH]c2ccccc12	10	2	15	-5	13	16	1	0	0.87
C=CCC[C@@H](Cc1ccc(F)cc1)C(=O)OC[C@@H](NC(=O)[C@@H](CC=C)CC(=O)N[C@@H](CO)Cc1ccccc1)C(C)(C)C	27	15	10	-21	-7	2	1.1	-8	1.1
CCOc1ccc(OCCC(=O)OCC(=O)Nc2cc(C)nn2-c2ccccc2)cc1	8	11	12	-8	-7	12	1.1	-10	1.1
O=C(COC(=O)c1ccc2c(c1)OCO2)NC1CCCCC1	1	11	-12	-7	-6	-32	0.97	2	1.1
Cc1ccn2cc(-c3ccc(NS(=O)(=O)c4ccccc4)cc3)nc2c1	12	11	8	-3	-10	11	1.1	-13	1.1
Cc1cc(C)c(S(=O)(=O)NCCn2c(C)cc3ccccc32)c(C)c1	18	11	14	-15	-7	25	0.9	10	1.1
CCC(C)NC(=O)c1ccc(CN2CCc3ccccc3C2)cc1 (stereo not given)	-5	2	1	2	-1	9	0.93	7	1

Carrying on:
Structure	Apaf1 inhib	NLRP3 yeast inh	TIM10 inh	ATG4B inh	mIAP block	tim10-1 inh	hIAP activ	hIAP block	mIAP act
CCc1nnc2n1N=C(c1ccc(Cl)cc1Cl)CS2	7	12	17	-4	4	-1	0.88	12	0.96
CC(C)CNC(=O)Cn1c(=O)c2c(ncn2CC(C)C)n(Cc2ccccc2)c1=O	5	5	-2	-1	-4	7	1	-1	1
CC(=O)Nc1ccc(-c2nc3ccccc3c(=O)o2)cc1	8	0	-10	-2	4	-6	1.3	-28	0.96
CC1CCN(CCCNC(=O)Cn2ncc3c([nH]c4ccccc43)c2=O)CC1	5	8	-3	9	-2	2	1.1	-7	1
Cc1ccccc1NC(=O)C1c2cccc[n+]2CC(=O)N1Cc1ccc2c(c1)OCO2 (stereo not given)	15	13	16	11	3	18	1.2	-19	0.97
COc1ccc2c(Cl)c(-c3nnc4n3CCCCC4)sc2c1	19	-1	-2	-10	1	24	1.1	-9	0.99
COc1cccc2c1Oc1cc([N+](=O)[O-])cc(N(C)C(C)=O)c1C=C2	6	-10	21	6	2	32	1.1	-6	0.97
Cc1nnc(SCCn2c(Br)nc3c2c(=O)[nH]c(=O)n3C)s1	3	24	-5	10	4	2	0.96	4	0.96
Cc1cc(S(=O)(=O)N(Cc2ccc(C(C)C)cc2)CC2CCCO2)ccc1-n1cnnn1 (stereo not given)	1	22	30	-6	13	28	0.84	16	0.87
